Compound activity: PubChem, several laboratories
LAP4 TOR yeast = yeast TOR pathway LAP4-GFP modulation; hit rate 0.34% among 320,000; AID 2023; S. cerevisiae LAP4-GFP multiplex, flow cytometry GFP, 3 h; median GFP as percent of DMSO wells; GFP response vs DMSO, % at 10 µM;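 active = GFP response vs DMSO above a set limit, about the screen mean plus 3 SD, cut at about 150% in these data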
RPL19A TOR yeast = alters RPL19A-GFP fluorescence in TOR pathway yeast screen; percent response vs DMSO, % at 10 µM; S. cerevisiae RPL19A-GFP strain, flow cytometry, 3 h; active compounds read low; hit rate 0.3% among 330,000;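 active = percent response vs DMSO below 50%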;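 note: median channel GFP fluorescence of the barcoded RPL19A-GFP strain; ratio of sample median GFP to plate DMSO average so 100% = DMSO; lower means less RPL19A-GFP as with rapamycin TOR inhibition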
procasp3 activ = activators of human procaspase-3; recombinant procaspase-3 D3A, Ac-DEVD-pNA absorbance 405 nm; activation, % at 8.5 µM; hit rate 0.11% among 330,000;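 active = activation above the mean of all tested compounds plus 3 SD, cut at about 21% in these data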;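 note: 0% = DMSO alone and 100% = DMSO wells spiked with extra 5 µM PC-3 D3A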
Target sequence (P42574 whole entry D9A/D28A/D175A): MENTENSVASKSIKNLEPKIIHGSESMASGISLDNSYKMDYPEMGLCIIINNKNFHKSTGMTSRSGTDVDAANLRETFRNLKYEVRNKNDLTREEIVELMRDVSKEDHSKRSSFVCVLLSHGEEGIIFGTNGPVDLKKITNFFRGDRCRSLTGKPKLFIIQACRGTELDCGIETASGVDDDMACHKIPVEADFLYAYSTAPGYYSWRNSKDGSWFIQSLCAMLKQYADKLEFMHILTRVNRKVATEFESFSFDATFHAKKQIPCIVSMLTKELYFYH
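Assay system – Procaspase-3 D3A mutant, all three cleavage aspartates alanine · Controls – DMSO-only low control, 5 µM PC-3 D3A high control · Schedule – 1 h compound preincubation, 2 h substrate hydrolysis at 25 °C · Signal – 405 nm absorbance of p-nitroaniline, reads at 0 and 120 min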
JMJD2C inh = blocks human GASC-1 demethylase activity. GST-JMJD2C(1-420) H3K9me3 demethylation, DELFIA europium. inhibition, % at 2.35 µM. Q9H3R0. hit rate 0.069% among 330,000;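 active = more than half of a compound's replicate wells show inhibition beyond 50%, single wells judged on their own value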;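 note: signal counts dimethyl H3K9 product captured on neutravidin plate; 0% = median of DMSO wells and 100% = 0.3 times that DMSO median; strong numbers were not always called active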
Target sequence (Q9H3R0 1-420 limits assumed): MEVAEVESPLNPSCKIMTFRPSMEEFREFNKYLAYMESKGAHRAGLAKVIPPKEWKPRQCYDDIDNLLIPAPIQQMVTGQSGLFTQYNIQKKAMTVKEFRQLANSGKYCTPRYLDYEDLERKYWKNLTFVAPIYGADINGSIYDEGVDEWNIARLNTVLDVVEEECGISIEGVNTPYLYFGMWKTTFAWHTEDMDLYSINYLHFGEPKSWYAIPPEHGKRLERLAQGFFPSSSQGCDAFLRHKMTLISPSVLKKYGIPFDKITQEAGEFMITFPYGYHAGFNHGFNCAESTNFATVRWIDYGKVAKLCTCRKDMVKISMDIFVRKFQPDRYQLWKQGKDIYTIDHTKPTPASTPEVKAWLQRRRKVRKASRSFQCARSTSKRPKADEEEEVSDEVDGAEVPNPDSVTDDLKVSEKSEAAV
MEP2-GFP yeast = modulators of TOR pathway MEP2-GFP in S. cerevisiae; S. cerevisiae MEP2-GFP strain, flow cytometry GFP, 3 h; 100% = DMSO control level; GFP response vs DMSO, % at 10 µM; hit rate 0.51% among 330,000; AID 2016;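 active = GFP response versus DMSO above a set limit, roughly screen mean plus 3 SD, cut at about 180% in these data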;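 note: median GFP fluorescence of the barcode-gated MEP2-GFP cells per well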
procasp7 counter = counter-screen: procaspase-7 (human) activation | activation, % at 8.5 µM | AID 463210 | hit rate 0.093% among 330,000 | P55210 | recombinant procaspase-7, Ac-DEVD-pNA absorbance 405 nm; D23A/D198A/D206A triple mutant, cannot self-cleave; scale: DMSO 0, 5 µM enzyme 100;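 active = percent activation above the screen-wide mean plus 3 SD, cut at about 25% in these data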
Target sequence (P55210 whole entry D23A/D198A/D206A): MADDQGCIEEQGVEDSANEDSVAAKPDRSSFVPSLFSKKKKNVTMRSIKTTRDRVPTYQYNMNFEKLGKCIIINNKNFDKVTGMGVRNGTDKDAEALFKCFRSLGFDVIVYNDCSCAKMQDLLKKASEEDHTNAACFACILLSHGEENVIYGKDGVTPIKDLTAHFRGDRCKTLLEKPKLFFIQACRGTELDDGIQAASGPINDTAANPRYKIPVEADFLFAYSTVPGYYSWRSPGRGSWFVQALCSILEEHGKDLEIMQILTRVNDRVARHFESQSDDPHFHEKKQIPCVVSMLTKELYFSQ
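buffer or medium = Zinc-free HEPES/NaCl buffer, pH 7.4 | material = Procaspase-7 triple mutant (PC-7 D3A) | input = 2 µM procaspase-7 mutant as dispensed | signal = Epi-absorbance of released pNA at 405 nm, two timepoints | timing = 1 h preincubation, 2 h reaction | replicates = singlicate compound testing | evaluation = % activation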
AHR activator = human AHR activation. hit rate 2.5% among 320,000. activation, % at 5 µM. AHR-responsive luciferase reporter cells, luminescence. AID 2796. P35869; in the data active = activation above about 47%;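 note: 0% = vehicle wells and 100% = reference agonist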
CR mimetic SO = caloric restriction mimetics inhibiting age-related superoxide in yeast | S. cerevisiae aged cells, superoxide DHE fluorescence; active compounds read low | AID 2690 | superoxide response (% of plate mean), % at 10 µM | hit rate 0.18% among 330,000;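 active = superoxide response under a set limit, about three screen SD below normal, cut at about 65% in these data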;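 note: yeast aged for seven days with compound at 30 °C before DHE staining; 100% = average MFI of all compound-treated wells on the plate with controls excluded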
An asterisk follows results filed as active.

How did COc1ccc(NC(=O)N2CCn3c2nc2ccccc23)cc1 do in these assays?
LAP4 TOR yeast: 112; RPL19A TOR yeast: 102; procasp3 activ: -3; JMJD2C inh: 2; MEP2-GFP yeast: 112; procasp7 counter: -6; AHR activator: 30; CR mimetic SO: 87

How did Cc1cccc(C)c1NS(=O)(=O)c1ccc(NC(=O)c2ccc(Cl)c([N+](=O)[O-])c2)cc1 do in these assays?
LAP4 TOR yeast: 86; RPL19A TOR yeast: 98; procasp3 activ: -8; JMJD2C inh: -16; MEP2-GFP yeast: 95; procasp7 counter: -3; AHR activator: 2; CR mimetic SO: 99

What do the screens show for `COc1ccc(NC(=O)CN2C(=O)NC(C)(C3CC3)C2=O)cc1S(=O)(=O)N1CCCCC1` (stereo not drawn)?
LAP4 TOR yeast: 110; RPL19A TOR yeast: 112; procasp3 activ: 3; JMJD2C inh: 2; MEP2-GFP yeast: 109; procasp7 counter: 17; AHR activator: -1; CR mimetic SO: 90

What do the screens show for `CCN(CC)S(=O)(=O)c1ccc(N2CCN(C)CC2)c(NC(=O)CSCC(=O)Nc2cccc(C)c2)c1`?
LAP4 TOR yeast: 100; RPL19A TOR yeast: 99; procasp3 activ: -7; JMJD2C inh: 7; MEP2-GFP yeast: 107; procasp7 counter: 2; AHR activator: 2; CR mimetic SO: 91

Results for Cc1ccc2c(c1)cc(C)c1nnc(SCC(=O)NCc3ccco3)n12 ?
LAP4 TOR yeast: 101; RPL19A TOR yeast: 97; procasp3 activ: -7; JMJD2C inh: 2; MEP2-GFP yeast: 101; procasp7 counter: -8; AHR activator: 1; CR mimetic SO: 102

How did CCCCCCCNC(=O)CN1C(=O)CSc2ccc(S(=O)(=O)N3CCOCC3)cc21 do in these assays?
LAP4 TOR yeast: 111; RPL19A TOR yeast: 101; procasp3 activ: -5; JMJD2C inh: 4; MEP2-GFP yeast: 109; procasp7 counter: 4; AHR activator: 0; CR mimetic SO: 98

What do the screens show for `CC(C)Cc1nc(S(=O)(=O)c2ccc(Cl)cc2)c(N2CCOCC2)o1`?
LAP4 TOR yeast: 93; RPL19A TOR yeast: 91; procasp3 activ: -2; JMJD2C inh: 0; MEP2-GFP yeast: 92; procasp7 counter: 3; AHR activator: 1; CR mimetic SO: 138

How did Cc1ccc(Nc2nc(N)nc(CN3CCN(C(=O)c4ccco4)CC3)n2)cc1Cl do in these assays?
LAP4 TOR yeast: 91; RPL19A TOR yeast: 94; procasp3 activ: 5; JMJD2C inh: -4; MEP2-GFP yeast: 93; procasp7 counter: 2; AHR activator: 14; CR mimetic SO: 92

How did COc1cccc(C(=O)NC2CCN(CC(=O)Nc3c(C)cc(C)cc3C)CC2)c1 do in these assays?
LAP4 TOR yeast: 99; RPL19A TOR yeast: 96; procasp3 activ: -3; JMJD2C inh: 3; MEP2-GFP yeast: 105; procasp7 counter: -5; AHR activator: 0; CR mimetic SO: 98

What do the screens show for `COc1ccc(Cl)cc1NC(=O)CCS(=O)(=O)c1cc2c(cc1C)NC(=O)CO2`?
LAP4 TOR yeast: 115; RPL19A TOR yeast: 98; procasp3 activ: 3; JMJD2C inh: -3; MEP2-GFP yeast: 89; procasp7 counter: 8; AHR activator: 4; CR mimetic SO: 100

How did Cc1ccsc1C(=O)Nc1n[nH]c(C(F)(F)F)n1 do in these assays?
LAP4 TOR yeast: 111; RPL19A TOR yeast: 95; procasp3 activ: -5; JMJD2C inh: 1; MEP2-GFP yeast: 94; procasp7 counter: 8; AHR activator: 1; CR mimetic SO: inactive

What do the screens show for `Cc1ccc(SCC(=O)OCC(=O)NCC2CCCCC2)cc1C`?
LAP4 TOR yeast: 103; RPL19A TOR yeast: 104; procasp3 activ: -1; JMJD2C inh: -12; MEP2-GFP yeast: 108; procasp7 counter: 10; AHR activator: 1; CR mimetic SO: 112

How did Cc1cccc(NC(=S)NCC(c2cccnc2)N2CCOCC2)c1 (stereo not drawn) do in these assays?
LAP4 TOR yeast: 99; RPL19A TOR yeast: 100; procasp3 activ: 7; JMJD2C inh: -6; MEP2-GFP yeast: 93; procasp7 counter: -7; AHR activator: 3; CR mimetic SO: 110

What do the screens show for `CC(C)(C)[C@H]1CCC(=O)N([C@H](CN=[N+]=[N-])Cc2ccccc2)CC1`?
LAP4 TOR yeast: 129; RPL19A TOR yeast: 99; procasp3 activ: 1; JMJD2C inh: 20; MEP2-GFP yeast: 89; procasp7 counter: -5; AHR activator: -3; CR mimetic SO: 98

What do the screens show for `NS(=O)(=O)c1cnccc1Nc1ccc(Cl)cc1`?
LAP4 TOR yeast: 86; RPL19A TOR yeast: 96; procasp3 activ: -2; JMJD2C inh: 9; MEP2-GFP yeast: 103; procasp7 counter: 0; AHR activator: 3; CR mimetic SO: 92

How did O=C1NCCNC1(c1c[nH]c2ccccc12)C(F)(F)F (stereo not drawn) do in these assays?
LAP4 TOR yeast: 102; RPL19A TOR yeast: 105; procasp3 activ: 12; JMJD2C inh: 2; MEP2-GFP yeast: 104; procasp7 counter: 3; AHR activator: 15; CR mimetic SO: 132

How did O=C(CSc1nc(-c2ccc(F)cc2)cs1)NCC1CCCO1 (stereo not drawn) do in these assays?
LAP4 TOR yeast: 96; RPL19A TOR yeast: 104; procasp3 activ: 4; JMJD2C inh: -1; MEP2-GFP yeast: 99; procasp7 counter: 4; AHR activator: 3; CR mimetic SO: 82

What do the screens show for `CSc1ccccc1NC(=O)CN(C)CC(=O)Nc1ccc(Cl)cc1F`?
LAP4 TOR yeast: 116; RPL19A TOR yeast: 106; procasp3 activ: 7; JMJD2C inh: -5; MEP2-GFP yeast: 121; procasp7 counter: 0; AHR activator: 1; CR mimetic SO: 124

What do the screens show for `CN(C)S(=O)(=O)Oc1cccc(C(=O)Nc2ccccc2Cl)c1`?
LAP4 TOR yeast: 98; RPL19A TOR yeast: 94; procasp3 activ: 6; JMJD2C inh: 0; MEP2-GFP yeast: 99; procasp7 counter: -4; AHR activator: 2; CR mimetic SO: 103

How did CCCn1c(SCC(=O)c2cc(C)n(C3CC3)c2C)n[nH]c1=O do in these assays?
LAP4 TOR yeast: 104; RPL19A TOR yeast: 103; procasp3 activ: 2; JMJD2C inh: -5; MEP2-GFP yeast: 102; procasp7 counter: -2; AHR activator: -2; CR mimetic SO: 92

What do the screens show for `Cc1cc(N(C)C)ccc1[N+](=O)[O-]`?
LAP4 TOR yeast: 99; RPL19A TOR yeast: 102; procasp3 activ: -18; JMJD2C inh: -2; MEP2-GFP yeast: 106; procasp7 counter: -12; AHR activator: -3; CR mimetic SO: 104

What do the screens show for `COC(c1ccccc1)c1nnc(CCC(=O)N2CCCCCCC2)o1` (stereo not drawn)?
LAP4 TOR yeast: 98; RPL19A TOR yeast: 108; procasp3 activ: 12; JMJD2C inh: 3; MEP2-GFP yeast: 114; procasp7 counter: 1; AHR activator: 1; CR mimetic SO: 87

Results for NC(=S)N/N=C/c1coc2ccc(O)cc2c1=O ?
LAP4 TOR yeast: 101; RPL19A TOR yeast: 97; procasp3 activ: -2; JMJD2C inh: -6; MEP2-GFP yeast: 92; procasp7 counter: 2; AHR activator: 1; CR mimetic SO: 88

How did CC(=O)c1cccc(N2C(=NC(=O)C3CC3)SC3CS(=O)(=O)CC32)c1 (stereo not drawn) do in these assays?
LAP4 TOR yeast: 100; RPL19A TOR yeast: 97; procasp3 activ: -4; JMJD2C inh: -3; MEP2-GFP yeast: 107; procasp7 counter: -3; AHR activator: 3; CR mimetic SO: 84

How did Cc1ccc(NC(=O)CN2C(=O)NC3(CCCC3)C2=O)cc1S(=O)(=O)N1CCCCC1 do in these assays?
LAP4 TOR yeast: 101; RPL19A TOR yeast: 96; procasp3 activ: 10; JMJD2C inh: 0; MEP2-GFP yeast: 97; procasp7 counter: 4; AHR activator: 3; CR mimetic SO: 102

Results for COc1ccc(C(=O)C2CCCCC2=O)cc1 (stereo not drawn) ?
LAP4 TOR yeast: 88; RPL19A TOR yeast: 97; procasp3 activ: 5; JMJD2C inh: -5; MEP2-GFP yeast: 99; procasp7 counter: 8; AHR activator: -3; CR mimetic SO: 98

Results for Cc1ccc(-c2noc(CSc3nnc(CCc4ccccc4)n3-c3ccccc3)n2)cc1 ?
LAP4 TOR yeast: 102; RPL19A TOR yeast: 94; procasp3 activ: -5; JMJD2C inh: -25; MEP2-GFP yeast: 100; procasp7 counter: 2; AHR activator: -2; CR mimetic SO: 111

What do the screens show for `CC(=O)C1=C(O)C(=O)N(Cc2ccccc2)C1c1ccccc1F` (stereo not drawn)?
LAP4 TOR yeast: 100; RPL19A TOR yeast: 98; procasp3 activ: 0; JMJD2C inh: -7; MEP2-GFP yeast: 104; procasp7 counter: -8; AHR activator: 1; CR mimetic SO: 119

How did CN(NS(C)(=O)=O)c1c(C#N)c(C(F)(F)F)nn1C do in these assays?
LAP4 TOR yeast: 97; RPL19A TOR yeast: 98; procasp3 activ: -3; JMJD2C inh: -4; MEP2-GFP yeast: 97; procasp7 counter: 0; AHR activator: 2; CR mimetic SO: 92

What do the screens show for `CC(=O)Nc1ccc(NC(=O)C(=O)c2cn(CC(=O)N3CCCC3)c3ccccc23)cc1`?
LAP4 TOR yeast: 100; RPL19A TOR yeast: 93; procasp3 activ: -10; JMJD2C inh: -5; MEP2-GFP yeast: 99; procasp7 counter: 3; AHR activator: -1; CR mimetic SO: 106

Arranged by molar mass (rising): some entries from above.
Results for NC(=S)N/N=C/c1coc2ccc(O)cc2c1=O ?
LAP4 TOR yeast: 101; RPL19A TOR yeast: 97; procasp3 activ: -2; JMJD2C inh: -6; MEP2-GFP yeast: 92; procasp7 counter: 2; AHR activator: 1; CR mimetic SO: 88

Results for Cc1ccc2c(c1)cc(C)c1nnc(SCC(=O)NCc3ccco3)n12 ?
LAP4 TOR yeast: 101; RPL19A TOR yeast: 97; procasp3 activ: -7; JMJD2C inh: 2; MEP2-GFP yeast: 101; procasp7 counter: -8; AHR activator: 1; CR mimetic SO: 102

How did Cc1ccc(Nc2nc(N)nc(CN3CCN(C(=O)c4ccco4)CC3)n2)cc1Cl do in these assays?
LAP4 TOR yeast: 91; RPL19A TOR yeast: 94; procasp3 activ: 5; JMJD2C inh: -4; MEP2-GFP yeast: 93; procasp7 counter: 2; AHR activator: 14; CR mimetic SO: 92

Additional entries follow.
How did CC1(C)NC(=O)N(CCCCOc2ccccc2[N+](=O)[O-])C1=O do in these assays?
LAP4 TOR yeast: 107; RPL19A TOR yeast: 105; procasp3 activ: 6; JMJD2C inh: -4; MEP2-GFP yeast: 98; procasp7 counter: 4; AHR activator: 6; CR mimetic SO: 116

How did O=C(NCCS(=O)(=O)NC1CCCCC1)c1ccc2c(c1)OCO2 do in these assays?
LAP4 TOR yeast: 113; RPL19A TOR yeast: 98; procasp3 activ: 3; JMJD2C inh: -1; MEP2-GFP yeast: 100; procasp7 counter: 2; AHR activator: 4; CR mimetic SO: 123

How did COCCCNc1oc(-c2cccs2)nc1S(=O)(=O)c1ccc(C)cc1 do in these assays?
LAP4 TOR yeast: 121; RPL19A TOR yeast: 93; procasp3 activ: -5; JMJD2C inh: -26; MEP2-GFP yeast: 97; procasp7 counter: -7; AHR activator: -8; CR mimetic SO: 105

What do the screens show for `O=C(CCc1ccccc1)N/N=C/c1cccc([N+](=O)[O-])c1`?
LAP4 TOR yeast: 92; RPL19A TOR yeast: 95; procasp3 activ: 5; JMJD2C inh: 0; MEP2-GFP yeast: 97; procasp7 counter: 0; AHR activator: 24; CR mimetic SO: 115
